KB-3-1 cytotox = qHTS assay for MDR1-selective chemotherapeutics: Primary screen using the parental adenocarcinoma cell KB-3-1; KB-3-1 viability, CellTiter-Glo ATP luminescence, 72 h; Potency, µM (highest dose often 46.1 µM), inactives show top-dose activity change, negative = cytotoxic, actives largely listed as cytotoxic; hit rate 1.4% among 400,000; AID 1347075, 2019; also: potency is read from the fitted curve at half-maximal effect; % is scaled to controls: 0 for no effect and ±100 for the full control effect; nearly all actives have a fitted effect of over 60% in size
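Screening of KB-3-1 cells (DMEM, 10% FBS, phenol-red free) ran from lowest to highest compound concentration; after 72 h at 37 °C viability was read luminescently and curves fitted.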
MCF10A rereplic = A quantitative high throughput screen for small molecules that induce DNA re-replication in MCF 10a normal breast cells; MCF 10A DNA re-replication, Hoechst nuclear intensity, 48 h; Potency, µM (top dose mostly 46.1 µM), for the others: top-dose activity, positive = re-replication, most hits filed as activators; hit rate 2.9% among 350,000; also: potency is read from the fitted curve at half-maximal effect; % of control where 0% means no effect; nearly all actives have a fitted effect of over 50% in size
IL-1B inflam inh = qHTS for Inhibitors of Inflammasome Signaling: IL-1-beta AlphaLISA Primary Screen; THP-1 LPS/ATP IL-1B secretion, AlphaLISA, 16 h; hits give low values; activity change, % at 57.5 µM; hit rate 4.7% among 360,000; AID 743279, 2014; in the data active = activity change below about -50%; inconclusive = mostly about -30% to -49%; also: % is scaled to controls: 0 for no effect and ±100 for the full control effect
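Secreted IL-1B measured by AlphaLISA bead assay after 16 h compound exposure of THP-1 cells; compounds (final up to 57.5 uM) added 1 h before LPS (250 ng/mL) and ATP (1.25 mM) stimulation; lower signal means less secretion.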
SW480 rereplic = A quantitative high throughput screen for small molecules that induce DNA re-replication in SW480 colon adenocarcinoma cells; SW480 DNA re-replication, Hoechst DNA content imaging, 48 h; Potency, µM (titrated, usually from 46.1 µM), without a hit: at the top dose re-replication activation, most hits filed as activators; hit rate 1.8% among 340,000; AID 624297, 2012; also: potency is read from the fitted curve at half-maximal effect; % of control where 0% means no effect; nearly all actives have a fitted effect of over 55% in size
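Image-based DNA-content assay: after two days of treatment, nuclei were labelled with the DNA dye Hoechst and imaged, and hits were compounds raising the count of nuclei showing high fluorescence intensity.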
ATXN viability = Viability Counterscreen for Primary qHTS for Inhibitors of ATXN expression | S2 cells (HEK-293 line with an ATXN2-luciferase reporter) viability, CellTiter-Fluor protease fluorescence, 24 h | Potency, µM (doses to about 56.7 µM), actives largely listed as cytotoxic | hit rate 0.49% among 400,000 | AID 651635, 2014; also: potency is read from the fitted curve at half-maximal effect; nearly all actives have a fitted effect of over 40% in size
HT1080-NT tox = qHTS for induction of synthetic lethality in tumor cells producing 2HG: qHTS for the HT-1080-NT fibrosarcoma cell line; HT-1080-NT fibrosarcoma viability, CellTiter-Glo ATP luminescence, 48 h; Potency, µM (titrated, usually from 46.1 µM), without a hit: at the top dose activity, negative = less viability, actives largely listed as cytotoxic; hit rate 1.6% among 360,000; AID 686970, 2013;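 also: NT is the 2HG producing partner of a matched IDH1 knockdown line; potency is read from the fitted curve at half-maximal effect; 0% = DMSO-treated cells and -100% = media-only wells without cells; nearly all actives have a fitted effect of over 55% in size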
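Read-out is CellTiter-Glo luminescence after 10 minutes at room temperature, following 48 hours' compound treatment of HT-1080-NT cells (750 cells/well, RPMI, 5% FBS, 37 degrees C).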
ATXN2 expr inh = Primary qHTS for Inhibitors of ATXN expression; Potency, µM (doses to about 57 µM), for the others: at the highest dose activity change, negative = inhibition, usual class: inhibitors; hit rate 0.72% among 360,000; HEK-293 ATXN2-luciferase reporter, luminescence, 24 h; also: potency is read from the fitted curve at half-maximal effect; % is scaled to controls: 0 for no effect and ±100 for the full control effect; nearly all actives have a fitted effect of over 55% in size
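ATXN2-luciferase reporter cells (luciferase flanked by upstream and downstream ATXN2 gene portions) were treated 24 h at 37 °C with compounds at up to 57 uM. SteadyGlo luminescence gave expression; GF-AFC fluorescence gave viability.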
HT1080 IDH1KD tx = qHTS for induction of synthetic lethality in tumor cells producing 2HG: qHTS for the HT-1080-IDH1KD cell line. HT-1080 IDH1 knockdown viability, ATP luminescence, 48 h. Potency, µM (highest dose often 46.1 µM), for inactives: at the highest dose activity, negative = toxicity, usual class: cytotoxic. hit rate 2% among 360,000;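 also: potency is read from the fitted curve at half-maximal effect; 0% = DMSO wells and -100% = cell-free medium wells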
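Using the IDH1-knockdown HT-1080 line run in the same batch and compound series as the NT line, viability after 48 h at 37 °C was determined by CellTiter-Glo luminescence and expressed as % activity.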
HepG2 tox = qHTS for Inhibitors of TGF-b: Cytotox Counterscreen | HepG2 CAGA-GFP viability, ATP luminescence, 18 h | Potency, µM (top dose mostly 46.1 µM), for the others: at the highest dose activity change, negative = cytotoxicity, hits mostly cytotoxic | hit rate 0.76% among 410,000; also: potency is read from the fitted curve at half-maximal effect; some results filed as inactive show a strong effect at the top dose
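HepG2 CAGA-GFP cells (1000/well, DMEM with 1% FBS) received compound, then TGF-beta at 500 pg/mL final, and were incubated 18 hours at 37 degrees C. Viability was read by CellTiter-Glo luminescence. Media-only wells were set as complete cell-killing and DMSO as no toxicity.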
Starred values were filed as active, the others as inactive; [ ] = dose if it differs, or a comment. Unless noted, calls follow the shape of the dose curve; as a rule, active = well fitted curve in the direction sought with a large enough effect; inconclusive = small, poorly fitted or top-dose-only effect, or another doubt; inactive = no such curve, though single readings can be large; an effect the other way counts as inactive or inconclusive. Compounds as they come; overall some 8.9% were active at least once.

How did O=C(Nc1cccc(C(=O)O)c1)/C(=C\c1cccc([N+](=O)[O-])c1)NC(=O)c1ccc(Br)cc1 do in these assays?
KB-3-1 cytotox: -3%; IL-1B inflam inh: -10; ATXN viability: inactive; HT1080-NT tox: 10%; HT1080 IDH1KD tx: 9%; HepG2 tox: -2%

Results for Cc1ccc2nc(-c3ccc(NC(=O)COC(=O)c4ccc(=O)[nH]c4)cc3)sc2c1 ?
KB-3-1 cytotox: -4%; MCF10A rereplic: 1%; IL-1B inflam inh: 8; SW480 rereplic: inconclusive; ATXN viability: inactive; HT1080-NT tox: inconclusive; ATXN2 expr inh: 39%[activator]; HT1080 IDH1KD tx: inconclusive; HepG2 tox: 8%

Results for Cc1ccc(SCCC(=O)Nc2cc(C)on2)cc1 ?
KB-3-1 cytotox: -3%; MCF10A rereplic: 13%; IL-1B inflam inh: 51; SW480 rereplic: -11%; ATXN viability: inactive; HT1080-NT tox: 14%; ATXN2 expr inh: 1%; HT1080 IDH1KD tx: 18%; HepG2 tox: 3%

How did CC[C@]12c3[nH]c4ccc(Cl)cc4c3CCN1C(=O)[C@@H](CC(=O)NCCC1=CCCCC1)C[C@@H]2C(=O)N1CCN(C(=O)c2ccco2)CC1 do in these assays?
KB-3-1 cytotox: 0%; MCF10A rereplic: inconclusive; IL-1B inflam inh: -23; SW480 rereplic: 1%; HT1080-NT tox: inconclusive; ATXN2 expr inh: inconclusive; HT1080 IDH1KD tx: inconclusive; HepG2 tox: 22%

Results for Cc1cccc(C)c1OCc1cc(C(=O)N2CCCC2c2nonc2C)no1 (stereo unspecified) ?
KB-3-1 cytotox: 0%; MCF10A rereplic: 8.2µM*; IL-1B inflam inh: -20; SW480 rereplic: inconclusive; ATXN viability: inactive; HT1080-NT tox: 2%; ATXN2 expr inh: 13%; HT1080 IDH1KD tx: 4%; HepG2 tox: -13%

How did Cc1ccc(S(=O)(=O)N2CCOCC2)cc1C(=O)NCc1ccc2c(c1)OCO2 do in these assays?
KB-3-1 cytotox: 6%; MCF10A rereplic: 3%; IL-1B inflam inh: 0; SW480 rereplic: -6%; ATXN viability: inactive; HT1080-NT tox: 3%; ATXN2 expr inh: 3%; HT1080 IDH1KD tx: 2%; HepG2 tox: 2%

What do the screens show for `Cc1ccc(-c2nc3ncccn3c2NC2CCCC2)o1`?
KB-3-1 cytotox: 10%; MCF10A rereplic: -1%; IL-1B inflam inh: 3; SW480 rereplic: -3%; ATXN viability: inactive; HT1080-NT tox: 5%; ATXN2 expr inh: 1%; HT1080 IDH1KD tx: 0%; HepG2 tox: -17%

Results for CCOC(=O)c1c(NC(=O)COc2cccc(C)c2C)sc2c1CCC(CC)C2 (stereo unspecified) ?
KB-3-1 cytotox: 24%; ATXN viability: inactive; ATXN2 expr inh: 5%; HepG2 tox: 4%

How did Cc1ccccc1OCc1nc2c3c(ncn2n1)-c1ccccc1CC31CCCC1 do in these assays?
KB-3-1 cytotox: inconclusive; MCF10A rereplic: -23%; IL-1B inflam inh: -3; SW480 rereplic: -22%; ATXN viability: inactive; HT1080-NT tox: 19%; ATXN2 expr inh: -11%; HT1080 IDH1KD tx: 23%; HepG2 tox: 13%

How did CC(C)CC1C(=O)N(Cc2cn(CCC3OCCCO3)nn2)CCS(=O)(=O)N1Cc1ccc(-c2ccncc2)cc1 (stereo unspecified) do in these assays?
KB-3-1 cytotox: -18%; IL-1B inflam inh: -4; ATXN viability: inactive; HT1080-NT tox: 0%; ATXN2 expr inh: -10%; HT1080 IDH1KD tx: 1%; HepG2 tox: -26%

How did O=C(CCC(=O)NC1CCCCCCC1)Nc1nnc(C(F)(F)F)s1 do in these assays?
KB-3-1 cytotox: 11%; MCF10A rereplic: 1%; IL-1B inflam inh: 15; SW480 rereplic: -4%; ATXN viability: inactive; HT1080-NT tox: -4%; ATXN2 expr inh: -7%; HT1080 IDH1KD tx: -4%; HepG2 tox: -30%

Results for O=C(NCCc1cccc(F)c1)[C@@H]1CSC2c3ccccc3C(=O)N21 (stereo partly specified) ?
KB-3-1 cytotox: 17%; MCF10A rereplic: -9%; IL-1B inflam inh: 0; SW480 rereplic: -10%; ATXN viability: inactive; HT1080-NT tox: 1%; ATXN2 expr inh: -1%; HT1080 IDH1KD tx: 9%; HepG2 tox: -10%

What do the screens show for `Cc1cc(C(=O)N2CCC2(C)C(=O)NS(=O)(=O)c2ccc(Cl)cc2)nn1C` (stereo unspecified)?
KB-3-1 cytotox: 0%; IL-1B inflam inh: 0; ATXN viability: inactive; HT1080-NT tox: inconclusive; ATXN2 expr inh: 5%; HT1080 IDH1KD tx: 10%; HepG2 tox: 7%

What do the screens show for `CCC1CCCCN1C(=O)COC(=O)c1ccc(S(=O)(=O)N2CCOCC2)cc1` (stereo unspecified)?
KB-3-1 cytotox: -4%; MCF10A rereplic: 21%; IL-1B inflam inh: 4; SW480 rereplic: -7%; ATXN viability: inactive; HT1080-NT tox: 10%; ATXN2 expr inh: -4%; HT1080 IDH1KD tx: 11%; HepG2 tox: 18%

What do the screens show for `O=C(NCc1ccco1)c1ccc2c(c1)OCCO2`?
KB-3-1 cytotox: -2%; MCF10A rereplic: -2%; IL-1B inflam inh: -11; SW480 rereplic: -6%; ATXN viability: inactive; HT1080-NT tox: 21%; ATXN2 expr inh: 29%; HT1080 IDH1KD tx: 5%; HepG2 tox: 7%

Results for CCCOc1ccc(Br)cc1/C=N/NC(=O)c1cc(OC)c(OC)c(OC)c1 ?
KB-3-1 cytotox: 26%; MCF10A rereplic: -1%; IL-1B inflam inh: inactive; SW480 rereplic: -7%; ATXN viability: inactive; HT1080-NT tox: -6%; ATXN2 expr inh: 5%; HT1080 IDH1KD tx: 3%; HepG2 tox: -4%

Results for COc1ccc(C(=O)CSc2nc(C)cc(=O)[nH]2)cc1C ?
KB-3-1 cytotox: 9%; MCF10A rereplic: -1%; IL-1B inflam inh: 36; SW480 rereplic: 0%; ATXN viability: inactive; HT1080-NT tox: 26%; ATXN2 expr inh: 6%; HT1080 IDH1KD tx: 5%; HepG2 tox: 4%

What do the screens show for `CC(O)CNCCOc1ccccc1-c1ccccc1` (stereo unspecified)?
KB-3-1 cytotox: -6%; MCF10A rereplic: 0%; IL-1B inflam inh: -30; SW480 rereplic: -8%; ATXN viability: inactive; HT1080-NT tox: -20%; ATXN2 expr inh: -18%; HT1080 IDH1KD tx: -8%; HepG2 tox: -37%

How did Brc1ccc2c(c1)NC(c1cccnc1)=NC(c1ccccc1)=N2 do in these assays?
KB-3-1 cytotox: 11%; ATXN viability: inactive; ATXN2 expr inh: 0%; HepG2 tox: 0%

What do the screens show for `COCCNC(=O)c1ccc(C)cc1C`?
KB-3-1 cytotox: -2%; MCF10A rereplic: 3%; IL-1B inflam inh: inconclusive; SW480 rereplic: 1%; ATXN viability: inactive; HT1080-NT tox: 17%; ATXN2 expr inh: 18%; HT1080 IDH1KD tx: -7%; HepG2 tox: 0%

What do the screens show for `CCc1c(C)sc(NC(=O)c2ccco2)c1C(=O)N1CCOCC1`?
KB-3-1 cytotox: 0%; MCF10A rereplic: -26%; IL-1B inflam inh: -2; SW480 rereplic: inconclusive; ATXN viability: inactive; HT1080-NT tox: -10%; ATXN2 expr inh: 1%; HT1080 IDH1KD tx: 0%; HepG2 tox: -6%

Results for O=C(O)CCC(=O)N1CCc2cc(S(=O)(=O)NCCc3ccc(Cl)cc3)ccc21 ?
KB-3-1 cytotox: 0%; MCF10A rereplic: 3%; IL-1B inflam inh: 15; SW480 rereplic: 5%; ATXN viability: inactive; HT1080-NT tox: -10%; HT1080 IDH1KD tx: -1%; HepG2 tox: -11%

Results for CCCCOc1ccc(C(=O)Nc2ccc(N3CCN(C(C)=O)CC3)cc2)cc1 ?
KB-3-1 cytotox: -1%; MCF10A rereplic: 1%; IL-1B inflam inh: 8; SW480 rereplic: -9%; ATXN viability: inactive; HT1080-NT tox: 13%; ATXN2 expr inh: -5%; HT1080 IDH1KD tx: 11%; HepG2 tox: 0%

Results for CCOc1ccc(/C=N/NC(=O)c2ccccc2C)cc1CN1CC2CC(C1)c1cccc(=O)n1C2 (stereo unspecified) ?
KB-3-1 cytotox: 0%; MCF10A rereplic: 7%; IL-1B inflam inh: 28; SW480 rereplic: -8%; ATXN viability: inconclusive; HT1080-NT tox: 9%; ATXN2 expr inh: 6%; HT1080 IDH1KD tx: -12%; HepG2 tox: 1%

How did Cc1ccccc1N1CC(C(=O)N2CC(C)OC(C)C2)CC1=O (stereo unspecified) do in these assays?
KB-3-1 cytotox: 9%; MCF10A rereplic: inconclusive; IL-1B inflam inh: 5; SW480 rereplic: -4%; ATXN viability: inactive; HT1080-NT tox: 12%; ATXN2 expr inh: 5%; HT1080 IDH1KD tx: 20%; HepG2 tox: 11%

How did Cc1sc(NC(=O)c2cccs2)c(C(=O)OC(C)C)c1C do in these assays?
KB-3-1 cytotox: -2%; MCF10A rereplic: 24%; IL-1B inflam inh: 39; SW480 rereplic: -10%; ATXN viability: inactive; HT1080-NT tox: 17%; ATXN2 expr inh: 0%; HT1080 IDH1KD tx: 5%; HepG2 tox: 0%
